BioA inh: inhibitors of Mycobacterium tuberculosis BioA enzyme; purified M. tuberculosis BioA enzyme, plate reader; inhibition, % at 9.99 µM; 360,000 tested, 0.096% active; in the data active means inhibition above about 40%
* = called active by the depositor; & = joins results of further samples. Some of the compounds tested. The share of hits here may be higher or lower than overall.

> CN(C)Cc1cn(CC[C@H]2CC[C@@H](NS(=O)(=O)c3ccccc3)[C@H](CO)O2)nn1
- BioA inh = -3.4

> C[C@@H]1CN([C@H](C)CO)C(=O)Cc2cc(NC(=O)CCC(F)(F)F)ccc2O[C@@H]1CN(C)C(=O)Nc1ccc2c(c1)OCO2
- BioA inh = -1.4

> C[C@@H]1CCCCO[C@H](CN(C)Cc2ccc(C(=O)O)cc2)[C@H](C)CN([C@@H](C)CO)C(=O)c2cc(NS(=O)(=O)c3cn(C)cn3)ccc2O1
- BioA inh = 0.6

> C[C@@H]1CN([C@H](C)CO)C(=O)c2cc(C#Cc3ccccn3)cnc2O[C@H]1CN(C)CC1CCOCC1
- BioA inh = -2.0

> CCCNC(=O)Nc1ccc2c(c1)C(=O)N(C)C[C@H](OC)[C@@H](C)CN(Cc1ccccn1)[C@H](C)CO2
- BioA inh = -0.8

> CC(C)C#Cc1cnc2c(c1)C(=O)N([C@@H](C)CO)C[C@@H](C)[C@H](CN(C)C(=O)c1cccc(F)c1)O2
- BioA inh = -1.5

> CC(=O)Nc1ccc2c(c1)C(=O)N(C)[C@H]1CC[C@@H](CC(=O)NCc3ccc(F)cc3)O[C@H]1CO2
- BioA inh = 0.6

> CCCC#Cc1ccc([C@H]2[C@@H](CO)N3CCCCN(S(=O)(=O)c4ccccc4C)C[C@@H]23)cc1
- BioA inh = -1.3

> CO[C@@H]1CN(C)C(=O)c2ccc(NC(=O)Nc3c(C)noc3C)cc2OC[C@@H](C)N(C)C[C@H]1C
- BioA inh = 0.7

> CC(C)NC(=O)N(C)C[C@@H]1OCCCC[C@@H](C)Oc2ccc(NC(=O)c3ccccc3)cc2C(=O)N([C@H](C)CO)C[C@H]1C
- BioA inh = 0.6

> C[C@@H]1CN([C@H](C)CO)S(=O)(=O)c2ccc(C3=CCCCC3)cc2O[C@@H]1CN(C)S(=O)(=O)c1cn(C)cn1
- BioA inh = -0.9

> C[C@@H]1CCCCO[C@@H](CN(C)S(=O)(=O)c2ccc(F)cc2)[C@H](C)CN([C@@H](C)CO)C(=O)c2cc(N(C)C)ccc2O1
- BioA inh = 0.9

> COc1ccc(NC(=O)Nc2ccc3c(c2)C(=O)N([C@@H](C)CO)C[C@H](C)[C@H](CN(C)Cc2ccc(C(F)(F)F)cc2)OCCCC[C@H](C)O3)cc1
- BioA inh = -1.5

> C[C@H]1CCCCO[C@H](CN(C)S(C)(=O)=O)[C@@H](C)CN([C@@H](C)CO)C(=O)c2cc(NS(=O)(=O)c3cn(C)cn3)ccc2O1
- BioA inh = 1.5

> COc1ccc(S(=O)(=O)Nc2ccc3c(c2)C(=O)N([C@@H](C)CO)C[C@H](C)[C@H](CN(C)C(=O)NC(C)C)O3)cc1
- BioA inh = 0.7

> CO[C@@H]1CN(C)C(=O)c2cc(NS(C)(=O)=O)ccc2OC[C@H](C)N(C(=O)C2CC2)C[C@H]1C
- BioA inh = -11

> CC(=O)N(C)C[C@@H]1Oc2ncc(-c3cccc(C#N)c3)cc2C(=O)N([C@@H](C)CO)C[C@H]1C
- BioA inh = 0.0

> C[C@@H]1CN([C@@H](C)CO)C(=O)c2cccc(NS(=O)(=O)c3ccccc3)c2O[C@H]1CN(C)CC1CCCCC1
- BioA inh = -2.5

> O=C(N[C@@H]1CC[C@H](CCNS(=O)(=O)c2ccc(F)cc2)O[C@H]1CO)C1CC1
- BioA inh = 0.6

> O=C(NCc1ccc(F)cc1)[C@H]1[C@H](CO)[C@H]2Cn3c(cccc3=O)[C@@H]1N2CC1CC1
- BioA inh = -0.1

> C[C@H]1CN([C@@H](C)CO)C(=O)c2cc(NC(=O)C3CC3)ccc2O[C@@H]1CN(C)Cc1ccc2c(c1)OCO2
- BioA inh = 1.3

> O=C(C[C@H]1C=C[C@H](NC(=O)C2CCOCC2)[C@H](CO)O1)NCC1CCCCC1
- BioA inh = -0.5

> COCC(=O)N[C@H]1CC[C@@H](CC(=O)N2CCCCC2)O[C@H]1CO
- BioA inh = -0.3

> C[C@@H]1CN([C@@H](C)CO)C(=O)Cc2cc(NS(=O)(=O)c3cccs3)ccc2O[C@@H]1CN(C)CC1CCCCC1
- BioA inh = 2.0

> Cc1noc(C)c1S(=O)(=O)Nc1cccc2c1O[C@@H](CN(C)C(=O)NC1CCCCC1)[C@@H](C)CN([C@@H](C)CO)C2=O
- BioA inh = -0.7

> C[C@@H]1CN([C@@H](C)CO)C(=O)c2cc(NC(=O)Cn3cnnn3)ccc2O[C@@H]1CN(C)CC1CC1
- BioA inh = -1.9

> CO[C@H]1CN(C)C(=O)c2ccc(NC(=O)C3CC3)cc2OC[C@H](C)N(Cc2ccncc2)C[C@H]1C
- BioA inh = -1.2

> CO[C@H]1CN(C)C(=O)c2ccc(NC(=O)NC(C)C)cc2OC[C@H](C)N(CC2CC2)C[C@H]1C
- BioA inh = -3.0

> CC(C)NC(=O)Nc1ccc2c(c1)C(=O)N([C@@H](C)CO)C[C@@H](C)[C@@H](CN(C)C(=O)C1CCCCC1)OCCCC[C@H](C)O2
- BioA inh = 2.3

> O=C(C[C@H]1C[C@@H]2c3cc(NS(=O)(=O)c4ccc(F)cc4)ccc3O[C@@H]2[C@@H](CO)O1)NCc1ccc(Oc2ccccc2)cc1
- BioA inh = 28

> C[C@@H]1CCCCO[C@@H](CN(C)CC2CCCCC2)[C@@H](C)CN([C@H](C)CO)C(=O)c2cc(NC(=O)NC3CCCCC3)ccc2O1
- BioA inh = -2.6

> O=C(C[C@H]1C=C[C@H](NC(=O)C2CCOCC2)[C@@H](CO)O1)NCC1CCCCC1
- BioA inh = -3.7

> COc1ccccc1CN1CC[C@@H]2[C@H](CO)Nc3ccc(-c4cccc(C(=O)N(C)C)c4)cc3[C@@H]21
- BioA inh = 10

> C[C@@H]1CN([C@@H](C)CO)C(=O)c2cc(NC(=O)Nc3ccc4c(c3)OCO4)ccc2O[C@@H](C)CCCCO[C@@H]1CN(C)C(=O)NC1CCCCC1
- BioA inh = 0.5

> CC(C)NC(=O)Nc1ccc2c(c1)C(=O)N([C@H](C)CO)C[C@H](C)[C@H](CN(C)Cc1ccc3c(c1)OCO3)OCCCC[C@H](C)O2
- BioA inh = -2.3

> CN(C)CC#Cc1ccc([C@@H]2[C@H]3CN(C(=O)CN(C)C)CCCCN3[C@H]2CO)cc1
- BioA inh = -1.2

> C[C@H](CO)N1C[C@H](C)[C@H](CN(C)C(=O)Nc2ccc(F)cc2)OCCCC[C@H](C)Oc2ccc(NS(=O)(=O)c3ccccc3)cc2C1=O
- BioA inh = -0.8

> C[C@@H]1CCCCO[C@@H](CN(C)C(=O)C2CCCCC2)[C@H](C)CN([C@H](C)CO)C(=O)c2cc(NC(=O)Nc3ccc4c(c3)OCO4)ccc2O1
- BioA inh = 3.5

> C[C@@H]1CN([C@H](C)CO)C(=O)c2cc(-c3ccc(C#N)cc3)cnc2O[C@H]1CN(C)CC1CCCCC1
- BioA inh = 1.7

> C[C@H](CO)N1C[C@H](C)[C@H](CN(C)S(=O)(=O)c2cccs2)Oc2ncc(C#Cc3ccccc3)cc2C1=O
- BioA inh = -4.1&1.3

Exported as a markdown table: entries from further up
| structure | BioA inh |
| --- | --- |
| O=C(C[C@H]1C=C[C@H](NC(=O)C2CCOCC2)[C@@H](CO)O1)NCC1CCCCC1 | -3.7 |
| C[C@@H]1CN([C@H](C)CO)C(=O)c2cc(-c3ccc(C#N)cc3)cnc2O[C@H]1CN(C)CC1CCCCC1 | 1.7 |

The list goes on:
> COc1cccc(C(=O)N2C[C@H]3[C@@H](c4ccccc42)[C@H](CO)N3C(=O)c2ccccc2)c1
- BioA inh = 0.2

> CCCC#Cc1ccc2c(c1)O[C@H](CN(C)C(=O)c1ccccc1F)[C@H](C)CN([C@@H](C)CO)S2(=O)=O
- BioA inh = -0.4

> C[C@@H]1CN([C@H](C)CO)C(=O)c2cc(NS(=O)(=O)c3cn(C)cn3)ccc2O[C@H]1CN(C)Cc1ccc(-c2ccccc2)cc1
- BioA inh = -1.5

> CN1CCN(C(=O)[C@H]2[C@H](CO)[C@H]3Cn4c(ccc(-c5cccnc5)c4=O)[C@H]3N2CC2CC2)CC1
- BioA inh = -0.8

> CC(C)NC(=O)Nc1ccc2c(c1)CC(=O)N([C@@H](C)CO)C[C@@H](C)[C@H](CN(C)C(=O)NC1CCCCC1)O2
- BioA inh = -7.3

> O=C(Cc1cccnc1)N1CCCCN2[C@H](C1)[C@@H](c1ccc(C#CC3CC3)cc1)[C@@H]2CO
- BioA inh = 3.5

> COCC(=O)Nc1ccc2c(c1)C(=O)N(C)C[C@@H](OC)[C@H](C)CN(C(=O)c1cnccn1)[C@H](C)CO2
- BioA inh = -0.6

> C[C@@H]1CN([C@@H](C)CO)S(=O)(=O)c2ccc(-c3ccncc3)cc2O[C@@H]1CN(C)Cc1ccc(Oc2ccccc2)cc1
- BioA inh = -1.3

> Cc1ccccc1S(=O)(=O)NCC[C@H]1CC[C@@H](NC(=O)C2CCCC2)[C@H](CO)O1
- BioA inh = -0.1

> C[C@@H]1CN([C@H](C)CO)S(=O)(=O)c2ccc(C#CC3CCCC3)cc2O[C@@H]1CN(C)Cc1ccccc1C(=O)O
- BioA inh = -0.4

> CN(C)C(=O)c1ccc(-c2ccc([C@H]3[C@@H](C#N)N(C(=O)C4CCOCC4)[C@H]3CO)cc2)cc1
- BioA inh = -1.3

> CO[C@@H]1CN(C)C(=O)c2ccc(NS(C)(=O)=O)cc2OC[C@H](C)N(C(=O)C2CCOCC2)C[C@H]1C
- BioA inh = -1.4

> COCC(=O)N(C)C[C@@H]1Oc2ncc(C#Cc3ccncc3)cc2C(=O)N([C@@H](C)CO)C[C@@H]1C
- BioA inh = -1.1

> C[C@@H]1CN([C@@H](C)CO)C(=O)c2cc(-c3ccccc3)cnc2O[C@@H]1CN(C)C(=O)Nc1ccccc1
- BioA inh = 1.4

> C[C@H]1CN([C@@H](C)CO)C(=O)c2cc(C#CC(C)(C)O)cnc2O[C@@H]1CN(C)C(=O)CC1CC1
- BioA inh = -0.2

> O=C(C[C@@H]1CC[C@H](NC(=O)c2cccc(F)c2)[C@@H](CO)O1)Nc1nccs1
- BioA inh = 20

> COc1ccc(CNC(=O)C[C@H]2CC[C@@H]3[C@@H](COc4ccc(NC(=O)C(C)C)cc4C(=O)N3C)O2)cc1
- BioA inh = 2.4

> CO[C@@H]1CC[C@H]2CCN(C)C(=O)[C@H](C)CN(C)C(=O)c3cc(C#N)ccc3OC[C@H]1O2
- BioA inh = -0.1

> C[C@@H]1CN([C@H](C)CO)C(=O)c2cc(NS(=O)(=O)c3ccccc3)ccc2O[C@H]1CN(C)C(=O)Nc1ccc2c(c1)OCO2
- BioA inh = -1.6

> CC(C)C#Cc1ccc([C@H]2[C@H](CO)N3CCCCN(C(=O)c4ccc5c(c4)OCO5)C[C@@H]23)cc1
- BioA inh = 0.8

> CCCNC(=O)[C@H]1[C@H](CO)[C@H]2Cn3c(ccc(C4=CCCCC4)c3=O)[C@@H]1N2CCC
- BioA inh = -2.6

> CS(=O)(=O)Nc1ccc2c(c1)[C@H]1C[C@H](CC(=O)NCc3cccnc3)O[C@H](CO)[C@H]1O2
- BioA inh = -0.6

> C/C=C/c1ccc2c(c1)O[C@H](CN(C)C(=O)Cc1ccccn1)[C@@H](C)CN([C@H](C)CO)S2(=O)=O
- BioA inh = 1.9

> COc1ccc(S(=O)(=O)N[C@@H]2CC[C@H](CC(=O)NCc3ccccc3F)O[C@H]2CO)cc1
- BioA inh = 8.9

> C[C@@H]1CN([C@H](C)CO)S(=O)(=O)c2ccc(/C=C/c3ccccc3)cc2O[C@H]1CN(C)C(=O)c1ccncc1
- BioA inh = 1.3

> CO[C@H]1CC[C@H]2CCN(C)C(=O)[C@H](C)N(C)C(=O)c3cc(C#N)ccc3OC[C@@H]1O2
- BioA inh = -0.2

> C[C@H]1CN([C@@H](C)CO)C(=O)c2cc(-c3ccc(F)cc3)cnc2O[C@H]1CN(C)Cc1ccc(F)cc1
- BioA inh = 0.0

> C[C@H]1CN([C@@H](C)CO)C(=O)Cc2cc(NC(=O)Cc3cn(C)c4ccccc34)ccc2O[C@H]1CN(C)C(=O)Nc1ccc(C(F)(F)F)cc1
- BioA inh = -0.2

> O=C(C[C@H]1C[C@@H]2c3cc(NC(=O)Nc4ccc(C(F)(F)F)cc4)ccc3O[C@@H]2[C@H](CO)O1)NCCc1ccccc1
- BioA inh = 0.9

> COc1ccc(CN(C)C[C@H]2Oc3c(NS(C)(=O)=O)cccc3C(=O)N([C@H](C)CO)C[C@@H]2C)cc1
- BioA inh = 0.1

Structures shown so far that have a thiophene ring, fused or not (2):
> C[C@@H]1CN([C@@H](C)CO)C(=O)Cc2cc(NS(=O)(=O)c3cccs3)ccc2O[C@@H]1CN(C)CC1CCCCC1
- BioA inh = 2.0

> C[C@H](CO)N1C[C@H](C)[C@H](CN(C)S(=O)(=O)c2cccs2)Oc2ncc(C#Cc3ccccc3)cc2C1=O
- BioA inh = -4.1&1.3

(listing goes on)
> CCC(=O)Nc1ccc2c(c1)C(=O)N(C)C[C@@H](OC)[C@H](C)CN(C(=O)CC1CC1)[C@H](C)CO2
- BioA inh = -0.7

> C[C@@H]1CN([C@@H](C)CO)C(=O)Cc2cc(NC(=O)C3CC3)ccc2O[C@@H]1CN(C)S(=O)(=O)c1cccs1
- BioA inh = -0.5

> C[C@@H]1CCCCO[C@H](CN(C)CC2CC2)[C@H](C)CN([C@@H](C)CO)C(=O)c2cc(NS(C)(=O)=O)ccc2O1
- BioA inh = -1.7

> COc1ccc(S(=O)(=O)N(C)C[C@@H]2Oc3ccc(NC(=O)Nc4cccc5ccccc45)cc3C(=O)N([C@@H](C)CO)C[C@H]2C)cc1
- BioA inh = -2.1

> CCNC(=O)C[C@@H]1CC[C@@H]2[C@H](COC[C@H](O)CN2C(=O)C2CCOCC2)O1
- BioA inh = -1.6

> Cc1noc(C)c1NC(=O)Nc1cccc2c1O[C@H](CN(C)C)[C@H](C)CN([C@H](C)CO)C2=O
- BioA inh = -2.1

> C[C@H]1CN([C@@H](C)CO)C(=O)c2ccccc2-c2ccccc2CO[C@@H]1CN(C)S(=O)(=O)c1ccc(F)cc1
- BioA inh = 1.6

> C[C@@H]1CN([C@@H](C)CO)C(=O)c2cc(C#Cc3ccccc3F)cnc2O[C@@H]1CN(C)C(=O)Cc1ccccc1
- BioA inh = 0.9

> CN(C)C(=O)c1ccc(-c2ccc3c(c2)[C@H]2[C@H](CCN2C(=O)C2CC2)[C@@H](CO)N3C)cc1
- BioA inh = 4.2

> C[C@@H]1CCCCO[C@@H](CN(C)C(=O)c2ccccc2)[C@H](C)CN([C@H](C)CO)C(=O)c2cc(NC(=O)C3CCCCC3)ccc2O1
- BioA inh = -1.6
